MMP13 inh: inhibitors of human MMP13. P45452. MMP-13 fTHP FRET cleavage, Mca fluorescence. inhibition, % at 4 µM. 65,000 compounds, 0.07% hits. AID 570;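 active = inhibition above the mean of compound-free control plate wells plus 3 SD, cut at about 14% in these data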;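 note: 0% = DMSO wells and 100% = wells with reference MMP-13 inhibitor after basal subtraction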
MKP-1 inh: human dual specificity phosphatase 1 inhibition; recombinant MKP-1, OMFP hydrolysis fluorescence; inhibition, %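 (compounds tested at a single concentration somewhere between 10 and 100 µM)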; 65,000 compounds, 0.15% hits; AID 374;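 active = inhibition above about 50%, limit read from the data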;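 note: 0% = DMSO max control wells and 100% = wells with enzyme stopped by NaOH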
TNAP act mid DEA: activates human TNAP at intermediate phosphate acceptor concentration; P05186; purified TNAP, CDP-star luminescence, 100 mM DEA, 30 min; active compounds read high; scale: 0 levamisole-inhibited, 1 vehicle-only enzyme; activation factor at 20 µM; 64,000 tested, under 10 active; AID 813;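 active = activation factor of at least 2 at 20 µM, relative to controls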
Target sequence (P05186 whole entry, looked up): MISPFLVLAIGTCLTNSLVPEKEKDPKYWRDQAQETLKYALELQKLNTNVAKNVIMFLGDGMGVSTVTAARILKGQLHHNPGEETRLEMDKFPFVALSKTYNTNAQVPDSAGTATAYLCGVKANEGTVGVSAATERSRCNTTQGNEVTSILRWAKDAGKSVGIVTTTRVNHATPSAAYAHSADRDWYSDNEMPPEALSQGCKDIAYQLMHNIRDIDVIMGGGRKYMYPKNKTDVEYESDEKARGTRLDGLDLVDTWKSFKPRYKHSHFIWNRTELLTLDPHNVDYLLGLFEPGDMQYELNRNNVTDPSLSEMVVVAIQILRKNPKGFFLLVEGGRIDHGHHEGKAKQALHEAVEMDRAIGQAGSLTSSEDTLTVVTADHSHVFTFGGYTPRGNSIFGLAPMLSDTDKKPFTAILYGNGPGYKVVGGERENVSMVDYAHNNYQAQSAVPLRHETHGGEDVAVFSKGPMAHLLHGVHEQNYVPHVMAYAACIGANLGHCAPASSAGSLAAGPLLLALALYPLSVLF
JNK3 blocker: inhibitors of human JNK3 kinase. P53779. purified JNK3 kinase activity, HTS. inhibition, % at 8 µM. 60,000 compounds, 0.61% hits. AID 746; in the data active = inhibition above about 17%;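 note: 0% = DMSO and 100% = reference inhibitor; many of its hits are not listed in these tables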
PKA kinase inh: PKA (human) kinase inhibition; AID 524; 65,000 compounds, 0.1% hits; PKA Kemptide phosphorylation, Kinase-Glo ATP luminescence; inhibition, % at 6 µM; P17612;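 active = inhibition above the screen-wide mean inhibition plus 3 SD, cut at about 21% in these data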; note: many of its hits are not listed in these tables
HEK293 NFkB inh: lowers PMA/ionomycin-induced NF-kB signal in HEK293 cells | 62,000 compounds, 0.21% hits | HEK-293 NF-kB luciferase reporter, luminescence | inhibition, % at 3 µM;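 active = inhibition above the mean of all tested compounds plus 3 SD, cut at about 40% in these data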;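 note: 0% = stimulated DMSO wells and 100% = 10 µM reference inhibitor 5653914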
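Reagent: PMA plus ionomycin mix as NF-kB-activating stimulus. Assay system: NF-kB luciferase reporter HEK-293 cells. Technique: luminescence from luciferase substrate reagent. Incubation: 1 h compound pre-incubation, 16 h PMA/ionomycin at 37 °C. Benchmarks: DMSO only as uninhibited control, 10 µM reference inhibitor as full inhibition. Repeats: tested once.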
Cdc25B block: inhibitors of human Cdc25B phosphatase | recombinant Cdc25B, OMFP fluorescence Ex485/Em525 | 65,000 compounds, 0.1% hits | AID 368 | P30305 | inhibition, %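 (compounds tested at 10 µM final in the well)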; in the data active = inhibition above about 50%
Target sequence (P30305 whole entry, looked up): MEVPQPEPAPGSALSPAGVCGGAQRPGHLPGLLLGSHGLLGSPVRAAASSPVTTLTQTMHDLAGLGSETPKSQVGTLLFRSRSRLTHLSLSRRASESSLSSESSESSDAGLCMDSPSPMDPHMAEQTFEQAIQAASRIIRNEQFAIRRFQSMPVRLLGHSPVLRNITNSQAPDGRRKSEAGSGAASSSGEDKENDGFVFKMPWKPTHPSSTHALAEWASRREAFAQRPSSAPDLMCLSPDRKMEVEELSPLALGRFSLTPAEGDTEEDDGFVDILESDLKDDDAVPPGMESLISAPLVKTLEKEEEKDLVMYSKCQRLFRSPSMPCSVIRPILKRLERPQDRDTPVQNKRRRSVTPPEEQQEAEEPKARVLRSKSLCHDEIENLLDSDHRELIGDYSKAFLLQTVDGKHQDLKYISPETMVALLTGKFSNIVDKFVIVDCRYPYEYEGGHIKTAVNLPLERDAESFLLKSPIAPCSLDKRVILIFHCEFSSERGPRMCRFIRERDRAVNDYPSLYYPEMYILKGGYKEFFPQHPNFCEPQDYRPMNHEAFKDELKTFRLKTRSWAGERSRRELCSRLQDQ
Jurkat viability: reduces viability or proliferation of Jurkat cells; Jurkat E6.1 viability, ATP luminescence, 48 h; AID 463; 56,000 compounds, 1.2% hits; inhibition, % at 4 µM;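 active = inhibition above the mean inhibition of all tested compounds plus 3 SD, cut at about 28% in these data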
ROCK2 inh: inhibitors of human Rho kinase 2. 60,000 compounds, 0.35% hits. purified ROCK2, Kinase-Glo ATP depletion luminescence. O75116. inhibition, % at 6 µM. AID 604;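 active = inhibition above the screen-wide mean inhibition plus 3 SD, cut at about 18% in these data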;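 note: plate controls were DMSO wells for no effect and Y-27632 control wells after no-enzyme background subtraction for full effect; many of its hits are not listed in these tables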
The depositor's hits bear a star; . = not tested or not shown; & = joins results of further samples; [ ] = dose if it differs, or a comment.

canonical_smiles	MMP13 inh	MKP-1 inh	TNAP act mid DEA	JNK3 blocker	PKA kinase inh	HEK293 NFkB inh	Cdc25B block	Jurkat viability	ROCK2 inh
Cc1ccc(-c2cc(-c3ccc4c(c3)OCO4)c(C#N)c(N)n2)o1	-10	16	0.8	8	11	15	9	1	10
Cc1cc(Nc2cccc(F)c2)n2nc(C)nc2n1	4	-3	1	-1	7	3	-12	0	4
CCOC(=O)N1CCN(c2cc(=O)n(-c3cccc(Br)c3)c(=O)[nH]2)CC1	-1	-2	0.8	-4	8	17	0	4	4
CCn1c(Cn2nnc(-c3ccccc3)n2)nnc1SCC(=O)Nc1cccc(C)c1C	-26	10	0.9	0	-1	9	-8	1	-2
Cc1ccc(C(=O)OCC(=O)N2CC(=O)Nc3ccccc32)s1	0	-6	0.9	-3	2	12	3	0	3
COC(=O)c1ccc2c(=O)n(C3CCCCC3)c(SCC#N)nc2c1	-2	3	0.9	4	6	17	-1	-1	7
CCC(C)[C@@H](C(=O)Nc1ccc2c(c1)OCO2)N1Cc2ccccc2C1=O (some centres not stated)	-8	7	0.8	-2	10	6	-4	4	7
CCCN(CCC)CCCNC(=O)c1ccc2c(c1)N(CC)C(=O)c1ccccc1S2=O (configuration not stated)	-1	25	1	0	-1	13	-11	6	4
Cc1ccc(C)c(CSc2nnc(-c3ccccn3)n2N)c1	4	-14	0.9	3	7	12	-10	-2	2
CCCCN(Cc1cc2cc(OC)ccc2[nH]c1=O)C(=O)c1ccco1	-22	.	0.9	.	-5	11	.	.	.
OC1(c2ccc(F)cc2)CCN(Cc2nnnn2Cc2cccs2)CC1	-2	23	0.9	0	3	15	-10	0	1
COc1cccc(-n2c(SCC(=O)NCCC3=CCCCC3)nc3n[nH]c(C)c3c2=N)c1	-1	40	.	2	6	20	-29	1	4
CCOC1CCCCC1NS(=O)(=O)c1ccc(Cl)cc1 (configuration not stated)	0	2	1	3	-11	9	-5	12	0
CC1SC(=NC(=O)c2ccco2)NC1=O (configuration not stated)	-5	-2	1	5	10	15	-8	-1	4
Cc1ccccc1CCNC(=O)C1CCN(S(=O)(=O)c2ccc(-n3cnnn3)cc2)CC1	8	-26	0.9	-1	-11	10	5	-1	2
CSc1nsc(SCC(=O)Nc2c(C)n(C)n(-c3ccccc3)c2=O)n1	-12	-3	1	-6	-4	13	1	-2	-8
CCOc1ccc(NC(=O)C2CCN(S(=O)(=O)c3c(C)n[nH]c3C)CC2)cc1	2	9	0.8	-2	5	11	-17	2	4
O=C(c1ccccc1)c1ccc(Oc2ncccn2)cc1	-1	0	1.1	-2	6	3	3	-8	5
CCOC(=O)C(Cc1c(F)cccc1F)(NC(C)=O)C(=O)OCC	0	-8	1.1	-1	10	-2	-14	1	2
Cc1cc(C)c2cc(CN(Cc3cccs3)Cc3nnnn3CC3CCCO3)c(=O)[nH]c2c1 (configuration not stated)	-6	24	0.9	-2	-2	28	-18	8	-7
Cc1ccc(NC(=O)CSc2nnc(CNC(=O)c3c(F)cccc3Cl)o2)cc1	4	-6	1	.	12	8	-11	.	.
Cc1cc(C)nc(NS(=O)(=O)c2ccc(NC(=O)c3ccco3)cc2)n1	1	11	0.9	4	4	6	-6	2	1
COc1cc(CCC(=O)OCC(=O)Nc2ncc(Cl)cc2Cl)cc(OC)c1OC	4	27	1	-2	7	22	-3	4	-11
CC1CN(C(=O)c2cccc(C(=O)N3CC(C)OC(C)C3)c2)CC(C)O1 (configuration not stated)	1	-5	0.9	1	11	16	-10	-4	6
CCCCN(CCCC)CCNC(=O)Cc1nc2c(c(=O)[nH]c(=O)n2C)n1C	2	-6	1	-4	1	15	-8	3	-1
CCn1c2ccccc2c2nnc(SCC(=O)Nc3cc(C)on3)nc21	-7	7	1	8	0	11	-6	-2	1
CCOc1ccc(C(=O)CCNC(Cc2cnc[nH]2)C(=O)O)cc1 (configuration not stated)	-7	2	1	-1	-7	3	-7	2	-4
CCc1c(C)[nH]c2ccc(C)cc2c1=O	-8	6	0.9	0	4	3	-3	2	7
CCn1c(Cn2nnc(-c3ccccc3)n2)nnc1SCC(=O)Nc1ccc(N(C)C)cc1	3	-1	1	-4	9	22	-1	8	2
Cn1c(=O)[nH]c(=O)c2c1nc(CN(Cc1ccccc1)Cc1ccccc1)n2CCN1CCOCC1	-2	34	0.9	7	2	4	-4	0	-4
Cc1cccc(CS(=O)(=O)Cc2ccc(C(=O)NCCCN3CCOCC3)o2)c1	-1	-3	1	2	-1	17	-1	-2	0
CCOCc1cc(C)[nH]c(=O)c1C#N	-84[fluorescence artefact?]	-7	0.9	-1	5	8	-17	2	6
O=C(CCn1c(=O)oc2ccccc21)N1CCN(C(c2ccccc2)c2ccccc2)CC1	-5	9	1	-1	5	17	-9	0	2
Cc1cc2c3c(c1)C1(C(=O)N3C(C)(C)CC2C)C(C#N)=C(N)Oc2cc(O)ccc21 (configuration not stated)	-4	44	0.9	4	5	-3	-2	2	8
CC1=C(C(N)=O)C(c2cccs2)n2nc(-c3cccc(Cl)c3)nc2N1 (configuration not stated)	2	4	0.9	6	3	16	4	2	-2
O=C(NC(Cc1ccccc1)C(=O)O)OCc1ccccc1 (configuration not stated)	-1	3	0.9	4	7	4	3	-3	5
Cc1cc(C(=O)NCc2ccc3c(c2)OCO3)n(-c2ccccc2)n1	2	4	0.9	3	-1	11	6	3	2
Cc1oc(-c2ccccc2F)nc1CS(=O)(=O)CC(=O)NCc1ccco1	-6	0	0.8	3	1	-5	-12	-3	4
CCN(CC)S(=O)(=O)c1ccc2oc(SCc3ccc(F)cc3)nc2c1	-1	3	0.9	-1	7	25	-10	12	-3
O=c1c(CN2CCN(Cc3ccccc3)CC2)coc2ccc(Cl)cc12	1	-6	0.9	7	4	7	-3	5	7
CN1CCc2c(sc3c2C(=O)NC(c2ccco2)N3)C1 (configuration not stated)	-20&-22	-26&-31	0.9	1&2	9&3	-1	-3&-21	-5	9&-8
O=C(O)c1cc(NCc2ccc3c(c2)OCO3)ccc1N1CCOCC1	-12	5	0.9	2	7	17	9	4	51*
COC(=O)CNC(=O)C1CCN(c2nc(C)cc(C)n2)CC1	-19	-19	1.1	6	4	-3	-3	-10	1
CCOc1ccc(C2CC(c3cccc(OC)c3)Nc3ncnn32)cc1 (configuration not stated)	-4	32	1.1	5	6	-5	-7	-1	3
COc1ccc(CCNC(=O)C2CCN(Cc3nc(-c4cccc(Cl)c4)oc3C)CC2)cc1OC	0	8	1.1	-5	4	13	-30	21	-2
O=C(CC(=O)N1CCN(c2ccccn2)CC1)Nc1ccc2nc3n(c(=O)c2c1)CCCCC3	-1	20	0.9	1	-3	9	0	3	-1
CCOc1ccc(NC2=NCCC(=O)N2Cc2cccs2)cc1	1	2	0.9	-4	10	14	-16	-4	6
CCOc1ccc(Cc2nc(N)nc(N)n2)cc1	-8	-17	0.9	1	1	.	-4	.	4
O=C(O)C1C2C=CC3(O2)C1C(=O)N1c2ccccc2C2OCCC2C13 (configuration not stated)	4	3	0.9	-1	8	3	1	-3	6
COc1ccc(Oc2cn[nH]c2-c2ccc(O)cc2O)cc1	3	41	1	3	9	-1	1	9	4

Going on with the list:
canonical_smiles	MMP13 inh	MKP-1 inh	TNAP act mid DEA	JNK3 blocker	PKA kinase inh	HEK293 NFkB inh	Cdc25B block	Jurkat viability	ROCK2 inh
CCOc1ccccc1C1C(C#N)=C(N)Oc2n[nH]c(CC)c21 (configuration not stated)	-6	10	0.9	5	1	12	-8	1	2
CN1CCN(C(=O)c2ccc3c(c2)N(Cc2ccc(Cl)cc2)C(=O)c2ccccc2S3=O)CC1 (configuration not stated)	-8	1	1.1	4	4	8	-4	-3	-7
Cc1ccsc1C=Nc1ccc(O)cc1	2	-2	0.9	2	10	16	-4	48*	8
Cc1ccccc1-c1nc(CN2CCC(C(=O)NCCC3=CCCCC3)CC2)c(C)o1	0	-4	1.1	5	7	3	-37	2	5
OC(CN1CCN(c2ccccn2)CC1)Cn1c2ccccc2c2ccccc21 (configuration not stated)	-4	5	0.9	-6	-4	12	-17	4	-4
Cc1nc2sc(C(c3cccs3)N3CC(C)CC(C)C3)c(O)n2n1 (configuration not stated)	4	2	0.9	5	2	11	-3	-15	6
CCn1cc(C(=O)Nc2cccc(NC(C)=O)c2)c2cc(OC)c(OC)cc2c1=O	-2	7	0.9	.	-3	14	-12	.	.
O=C(CSc1nc(-c2ccccc2)cs1)NC(=O)NCc1ccco1	-2	1	0.8	5	8	19	-3	0	8
O=C(CCN1C(=O)c2ccncc2C1=O)NCc1ccc(Cl)cc1	2	-15	1	-3	5	10	-8	-4	3
CC1CCC(NC(=O)c2ccc(CS(=O)(=O)Cc3ccccc3F)o2)CC1 (configuration not stated)	0	36	0.9	3	-5	-5	11	5	0
CCOC(=O)C1C(=O)CC(C)(O)C(C(=O)OCC)C1c1ccco1 (configuration not stated)	4	5	0.9	-4	1	21	2	11	1
O=C(CCn1c(=S)[nH]c2cc3c(cc2c1=O)OCO3)N1CCN(C2CCCCC2)CC1	-3	-13	1	.	7	12	-17	.	.
COC(=O)c1[nH]c(C)c(/C(O)=C2\C(=O)C(=O)N(CCN(C)C)C2c2cccc(OC)c2OC)c1C (configuration not stated)	0	5	1	-1	-2	6	3	-1	2
C(=N\c1nc2ccccc2[nH]1)/c1cccs1	2	7	1	-1	0	-3	-4	-8	5
CCc1ccccc1N1C[C@@]23C=C[C@@H](O2)C(C(=O)OCC(C)C)[C@H]3C1=O (some centres not stated)	2	-3	0.9	-3	-2	21	3	-1	2
Cc1c(N=C/C=C/c2ccccc2)c(=O)n(-c2ccccc2)n1C	-1	0	0.8	-2	6	11	-11	-9	7
Cc1noc(C)c1S(=O)(=O)N(CC(=O)N1CCn2c1nc1ccccc12)c1ccc(C(C)C)cc1	1	2	0.9	4	5	-2	-7	-3	3
CCCc1cc(C(=O)Nc2sc3c(c2C(=O)OCC)CCCC3)no1	-2	7	1	-6	-7	17	-6	2	5
Cc1nnc(NC2=NCCC2)s1	0	6	0.9	-3	-2	7	-2	-2	-2
O=c1oc2ccccc2c2nccnc12	8	-6	0.8	2	10	9	-11	-3	3
CCOc1ccccc1NC(=O)N1CCCC1C(=O)Nc1ccc(NC(C)=O)cc1 (configuration not stated)	-2	-12	1	-2	7	23	-7	5	-1
O=C(O)CCCc1nc(-c2ccccc2)no1	0	-11	0.9	0	5	-3	-4	-4	-2
CCn1c(SCC(=O)Nc2cccc(NC(=O)c3ccco3)c2)nnc1-c1cccs1	6	-21	0.9	-1	-7	16	-4	-1	0
CS(=O)(=O)N(CC(=O)NCc1ccncc1)Cc1ccc(Cl)cc1	-2	1	0.9	-3	0	-5	-9	-1	2
CC(C)(C)c1cnnn1-c1ccc(-c2csc(N)n2)cc1	-7	23	1	1	4	-4	-16	2	3

Whole records, looked up by structure.
`O=C(O)C1C2C=CC3(O2)C1C(=O)N1c2ccccc2C2OCCC2C13` (configuration not stated) in the list: MMP13 inh = 4; MKP-1 inh = 3; TNAP act mid DEA = 0.9; JNK3 blocker = -1; PKA kinase inh = 8; HEK293 NFkB inh = 3; Cdc25B block = 1; Jurkat viability = -3; ROCK2 inh = 6
`Cc1cc2c3c(c1)C1(C(=O)N3C(C)(C)CC2C)C(C#N)=C(N)Oc2cc(O)ccc21` (configuration not stated) in the list: MMP13 inh = -4; MKP-1 inh = 44; TNAP act mid DEA = 0.9; JNK3 blocker = 4; PKA kinase inh = 5; HEK293 NFkB inh = -3; Cdc25B block = -2; Jurkat viability = 2; ROCK2 inh = 8

Random draw from the library (roughly 1.9% active in at least one column).
